Screening data from PubChem BioAssay.
Rev-erbA mod: modulators of Rev-erb alpha DNA binding, primary screen, biochemical, FITC-DNA, fluorescence polarization, uHTS. Nuclear receptor subfamily 1 group D member 1 (Homo sapiens), P20393. Rev-erbα–FITC-DNA binding, 90 min. activity, % at 10 µM. 370,000 compounds, 0.79% hits. AID 1259318, 2017;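 active = activity above about 14%, limit read from the data; passing the limit was not always enough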;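 also: 0% = DMSO wells with 35 nM protein and 100% = DMSO wells with 750 nM protein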
Target sequence (P20393 whole entry, looked up): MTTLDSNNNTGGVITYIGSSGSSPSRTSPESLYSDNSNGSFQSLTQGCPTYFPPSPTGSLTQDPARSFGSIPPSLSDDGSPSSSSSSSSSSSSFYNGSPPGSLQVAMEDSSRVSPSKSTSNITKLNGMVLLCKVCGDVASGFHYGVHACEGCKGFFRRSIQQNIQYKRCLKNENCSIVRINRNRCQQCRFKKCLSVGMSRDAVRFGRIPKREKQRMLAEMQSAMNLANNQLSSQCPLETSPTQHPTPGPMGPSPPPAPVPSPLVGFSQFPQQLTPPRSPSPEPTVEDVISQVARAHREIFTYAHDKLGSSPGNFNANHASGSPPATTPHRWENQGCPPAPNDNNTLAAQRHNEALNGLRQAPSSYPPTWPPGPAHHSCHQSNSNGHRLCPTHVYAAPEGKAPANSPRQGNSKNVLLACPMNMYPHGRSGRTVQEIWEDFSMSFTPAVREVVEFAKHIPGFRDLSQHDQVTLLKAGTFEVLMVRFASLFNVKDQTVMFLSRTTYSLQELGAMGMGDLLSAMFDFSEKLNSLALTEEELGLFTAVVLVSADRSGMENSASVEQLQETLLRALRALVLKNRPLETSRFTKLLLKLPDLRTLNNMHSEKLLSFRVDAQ
hcDAF-12 act: H. contortus DAF-12 nuclear receptor activators, primary screen, cell-based, luminescence, HEK293, lit1-tk-luc reporter; HEK293 hcDAF-12 lit1-tk-luc reporter; 0% DMSO, 100% Δ7-dafachronic acid; activation, % at 6.8 µM; 370,000 compounds, 1.4% hits;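 active = activation above the mean of all tested compounds plus 3 SD, cut at about 5.5% in these data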;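 also: 100% = response to 3 µM Δ7-dafachronic acid high control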
PG9 binder: binders of HIV-1 gp120 antibody PG9, primary screen, biochemical, TR-FRET; inhibition, % at 6.7 µM; TR-FRET gp120-PG9 antibody binding; 360,000 compounds, 0.43% hits; HIV-1 gp120 / PG9 antibody interaction; AID 624416, 2012; in the data active = inhibition above about 8.5%
ssDAF12 agonist: S. stercoralis DAF-12 nuclear receptor activators, primary screen, cell-based, luminescence, HEK293, GRIP1 co-expression, lit1-tk-luc; Nuclear hormone receptor DAF-12 (Strongyloides stercoralis); HEK293 ssDAF-12/GRIP1 lit1-tk-luc reporter; % of 3 µM dafachronic acid response; activation, % at 6.8 µM; 370,000 compounds, 1% hits; AID 652126, 2013;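 active = activation above the mean over all tested compounds plus 3 SD, cut at about 0.9% in these data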;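 also: 0% = DMSO-only wells and 100% = 3 µM delta7-dafachronic acid wells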
PLC-beta3 inh: human PLC-beta3 inhibitors, primary screen, biochemical, fluorescence; 1-phosphatidylinositol 4,5-bisphosphate phosphodiesterase beta-3 (Homo sapiens), Q01970; 370,000 compounds, 0.18% hits; AID 720704, 2013; Purified PLC-beta3, fluorogenic substrate; inhibition, % at 12.2 µM; in the data active = inhibition above about 11%;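 also: 0% = median of compound wells on plate and 100% = full blocker control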
DAX1 inh-1: DAX1 (NR0B1) inhibitors, primary screen, cell-based, HEK293, Gal4-DAX1, luciferase luminescence. Nuclear receptor subfamily 0 group B member 1 (Homo sapiens), P51843. 340,000 compounds, 0.99% hits. inhibition, % at 6.75 µM. AID 504766, 2011. HEK293 Gal4-DAX1 luciferase reporter;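 active = inhibition above the mean over all tested compounds plus 3 SD, cut at about 4.2% in these data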;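 also: 0% = DAX1-transfected cells with DMSO and 100% = empty-vector control cells with DMSO; inhibition shows as a rise in luminescence from relieved DAX1 repression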
Target sequence (P51843 207-470 limits assumed): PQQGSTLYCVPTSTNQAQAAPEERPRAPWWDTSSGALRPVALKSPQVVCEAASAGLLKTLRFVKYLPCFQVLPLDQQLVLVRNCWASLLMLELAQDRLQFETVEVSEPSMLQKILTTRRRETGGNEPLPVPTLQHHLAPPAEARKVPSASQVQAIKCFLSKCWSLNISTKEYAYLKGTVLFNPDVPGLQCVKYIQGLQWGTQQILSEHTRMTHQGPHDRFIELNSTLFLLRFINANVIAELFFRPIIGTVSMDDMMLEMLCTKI
GAA850 FXN act: FXN promoter activators, primary screen, cell-based, luciferase luminescence, HEK293 lucGAA850; HEK293 lucGAA850 FXN promoter luciferase reporter, 24 h; percent of 10 µM SAHA response; activation, % at 6 µM; 360,000 compounds, 0.56% hits; AID 540364, 2011;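 active = activation above the average of all compounds screened plus 3 SD, cutoff fixed separately per campaign, cut at about 7.5% in these data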;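 also: 0% = DMSO wells and 100% = 10 µM SAHA wells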
SMARCA2 activ: SMARCA2 (BRM) function activators, primary screen, cell-based, luminescence, high throughput | MG213 cells, MMTV-luciferase reporter, dexamethasone, overnight | activation, % at 9.1 µM | 370,000 compounds, 1% hits | AID 652017, 2013; in the data active = activation above about 7.8%;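 also: 0% = vehicle wells and 100% = reference activator wells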
DAX1 inh-2: DAX1 (NR0B1) inhibitors on StAR promoter, primary screen, cell-based, luminescence, SF-1 (NR5A1), full-length DAX-1; HEK293T StAR-luciferase reporter, SF-1/DAX-1 repression relief; inhibition, % at 6.8 µM; 370,000 compounds, 1.1% hits; AID 652010, 2013;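 active = inhibition above the mean over all tested compounds plus 3 SD, cut at about 3.6% in these data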;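 also: 0% = DAX-1 cells with DMSO and 100% = cells lacking DAX-1 with DMSO; higher inhibition means more luminescence from relief of DAX-1 repression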
hgDAF12 agonist: H. glycines DAF-12 receptor agonists, primary screen, cell-based, luminescence, HEK293, GAL4 fusion, UAS-luciferase; Nuclear hormone receptor DAF-12 (Heterodera glycines), GAL4 fusion; HEK293 GAL4-hgDAF12 UAS-luciferase reporter, agonist luminescence; normalized to butyrate control; activation, % at 6.8 µM; 370,000 compounds, 1.8% hits;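 active = activation above a cutoff set at the mean of all screened compounds plus 3 SD, cut at about 10% in these data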;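 also: 0% = DMSO wells and 100% = sodium butyrate wells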
HGIII-sPLA2 inh: human group III sPLA2 inhibitors, primary screen, biochemical, QFRET, BODIPY PC-A2 liposome substrate; inhibition, % at 12.2 µM; Group 3 secretory phospholipase A2 (Homo sapiens), Q9NZ20; 370,000 compounds, 0.56% hits; QFRET BODIPY PC-A2 liposome hydrolysis, fluorescence;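 active = inhibition above mean plus 3 SD of compounds lying within the high and low control bounds, cut at about 19% in these data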;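 also: 0% = median of test compound wells and 100% = no enzyme DMSO wells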
Active calls of the source: *.

How did O=S(=O)(NC1=NCCC1)c1ccc(F)cc1F do in these assays?
Rev-erbA mod: -1.2; hcDAF-12 act: -1.3; PG9 binder: 1.3; ssDAF12 agonist: -1.3; PLC-beta3 inh: -1.3; DAX1 inh-1: 0.5; GAA850 FXN act: -1.5; SMARCA2 activ: -5.9; DAX1 inh-2: 0.6; hgDAF12 agonist: -1.9; HGIII-sPLA2 inh: 6.0

How did C=CCCC(=O)N1C[C@H]2CON(C)[C@H]2C[C@H]1c1cccc(N2CCOCC2)c1 do in these assays?
Rev-erbA mod: -3.6; hcDAF-12 act: -1.3; PG9 binder: -0.1; ssDAF12 agonist: -1.0; PLC-beta3 inh: -3.2; DAX1 inh-1: 0.7; GAA850 FXN act: -1.1; SMARCA2 activ: -4.1; DAX1 inh-2: 0.5; hgDAF12 agonist: 2.0; HGIII-sPLA2 inh: 12.0

How did N#Cc1ccccc1NC(=O)COC(=O)CCc1ccccc1 do in these assays?
Rev-erbA mod: -1.5; hcDAF-12 act: -1.9; PG9 binder: -0.8; ssDAF12 agonist: -1.1; PLC-beta3 inh: -0.6; DAX1 inh-1: 0.1; GAA850 FXN act: 1.5; SMARCA2 activ: -1.5; DAX1 inh-2: 0.0; hgDAF12 agonist: -0.6; HGIII-sPLA2 inh: -5.4

What do the screens show for `COc1ccccc1N1CCN(C2CCCN(Cc3ccc(Cl)cc3)C2)CC1` (stereo not drawn)?
Rev-erbA mod: 5.4; hcDAF-12 act: -1.0; PG9 binder: -2.9; ssDAF12 agonist: -1.0; PLC-beta3 inh: -4.8; DAX1 inh-1: -0.3; GAA850 FXN act: -1.3; SMARCA2 activ: -0.5; DAX1 inh-2: 0.1; hgDAF12 agonist: 1.8; HGIII-sPLA2 inh: -2.2

Results for COc1ccc(CC(=O)NNC(=O)c2cnccn2)cc1 ?
Rev-erbA mod: 1.4; hcDAF-12 act: -0.6; PG9 binder: -1.1; ssDAF12 agonist: -1.1; PLC-beta3 inh: -3.2; DAX1 inh-1: -0.8; GAA850 FXN act: -0.3; SMARCA2 activ: -0.2; DAX1 inh-2: 0.2; hgDAF12 agonist: -0.6; HGIII-sPLA2 inh: 19.6*

What do the screens show for `CCO[C@H]1OC(C(=O)O)=C[C@@H](C)[C@@H]1CCCO`?
Rev-erbA mod: -2.9; hcDAF-12 act: 0.6; PG9 binder: -1.0; ssDAF12 agonist: -0.8; PLC-beta3 inh: 5.1; DAX1 inh-1: 0.5; GAA850 FXN act: -1.3; SMARCA2 activ: 2.0; DAX1 inh-2: 0.4; hgDAF12 agonist: 1.6; HGIII-sPLA2 inh: -2.8

Results for CC(C)CN(CC(C)C)c1nnc(N)s1 ?
Rev-erbA mod: 3.1; hcDAF-12 act: -2.2; PG9 binder: 1.0; ssDAF12 agonist: -0.7; PLC-beta3 inh: 4.9; DAX1 inh-1: 5.9*; GAA850 FXN act: -2.8; SMARCA2 activ: 2.6; DAX1 inh-2: 0.2; hgDAF12 agonist: -2.1; HGIII-sPLA2 inh: 3.2

What do the screens show for `CCOC(=O)c1ccc2c(c1)nc(SCC(=O)NC(C)C)n2CC`?
Rev-erbA mod: -1.5; hcDAF-12 act: -1.9; PG9 binder: 0.6; ssDAF12 agonist: -1.0; PLC-beta3 inh: -0.6; DAX1 inh-1: -0.2; GAA850 FXN act: -1.9; SMARCA2 activ: -2.5; DAX1 inh-2: -0.6; hgDAF12 agonist: -0.2; HGIII-sPLA2 inh: 2.7

Results for Cc1ccc(NC(=O)N2CCCC2C(=O)Nc2c(C)cc(C)cc2C)cc1 (stereo not drawn) ?
Rev-erbA mod: -1.4; hcDAF-12 act: 1.0; PG9 binder: 0.3; ssDAF12 agonist: -1.2; PLC-beta3 inh: 0.6; DAX1 inh-1: 0.3; GAA850 FXN act: 0.2; SMARCA2 activ: -2.4; DAX1 inh-2: 0.2; hgDAF12 agonist: -1.3; HGIII-sPLA2 inh: -0.1

What do the screens show for `Cc1c([N+](=O)[O-])c([N+](=O)[O-])nn1CC(=O)NCCc1ccccc1`?
Rev-erbA mod: -2.2; hcDAF-12 act: 0.9; PG9 binder: -2.4; ssDAF12 agonist: -1.2; PLC-beta3 inh: -1.4; DAX1 inh-1: 1.0; GAA850 FXN act: 2.9; SMARCA2 activ: 2.2; DAX1 inh-2: -0.2; hgDAF12 agonist: -4.4; HGIII-sPLA2 inh: 1.2

What do the screens show for `Cc1cc(SC(C)C(=O)Nc2ncc(Cl)cc2Cl)nc2ccccc12` (stereo not drawn)?
Rev-erbA mod: 8.5; hcDAF-12 act: 0.9; PG9 binder: 2.0; ssDAF12 agonist: -0.2; PLC-beta3 inh: 3.4; DAX1 inh-1: 0.7; GAA850 FXN act: 0.3; SMARCA2 activ: -0.1; DAX1 inh-2: 0.0; hgDAF12 agonist: -1.1; HGIII-sPLA2 inh: 11.8

How did COc1ccc(NC(=O)COC(=O)c2cccn2C)cc1S(=O)(=O)N1CCCCC1 do in these assays?
Rev-erbA mod: 0.4; hcDAF-12 act: -2.9; PG9 binder: 0.5; ssDAF12 agonist: -1.1; PLC-beta3 inh: 0.8; DAX1 inh-1: -2.1; GAA850 FXN act: 0.3; SMARCA2 activ: -5.9; DAX1 inh-2: -2.0; hgDAF12 agonist: 0.6; HGIII-sPLA2 inh: -18.2

Results for O=C(CSc1ncn[nH]1)Nc1ccccc1C(=O)O ?
Rev-erbA mod: -2.3; hcDAF-12 act: 0.8; PG9 binder: -1.3; ssDAF12 agonist: -1.6; PLC-beta3 inh: -2.0; DAX1 inh-1: -0.2; GAA850 FXN act: 1.9; SMARCA2 activ: -0.7; DAX1 inh-2: -0.3; hgDAF12 agonist: -2.1; HGIII-sPLA2 inh: -5.5

Results for C[C@H](NC(=O)[C@H]1N2C(=O)c3ccccc3C2SC1(C)C)C(=O)N1CCC[C@H]1CO (stereo partly drawn) ?
Rev-erbA mod: 1.4; hcDAF-12 act: 3.2; PG9 binder: 1.4; ssDAF12 agonist: -1.6; PLC-beta3 inh: 5.7; DAX1 inh-1: -0.6; GAA850 FXN act: -0.9; SMARCA2 activ: 3.1; DAX1 inh-2: 0.7; hgDAF12 agonist: -4.2; HGIII-sPLA2 inh: -5.2

How did CC(C)(C)OC(=O)N(Cc1ccccc1)Cc1ccccc1OCc1ccc(NC(=O)C2CCC2)cc1 do in these assays?
Rev-erbA mod: 7.8; hcDAF-12 act: -2.5; PG9 binder: -0.8; ssDAF12 agonist: -2.0; PLC-beta3 inh: 3.1; DAX1 inh-1: -2.5; GAA850 FXN act: -5.3; SMARCA2 activ: -4.3; DAX1 inh-2: -0.3; hgDAF12 agonist: -8.8; HGIII-sPLA2 inh: -4.9

What do the screens show for `Cc1ccc(-c2nc(NC(=O)CSc3cc(C)c4ccccc4n3)ns2)cc1`?
Rev-erbA mod: 498.7*; hcDAF-12 act: 0.1; PG9 binder: -0.2; ssDAF12 agonist: -1.6; PLC-beta3 inh: 2.1; DAX1 inh-1: 1.1; GAA850 FXN act: -1.9; SMARCA2 activ: -2.1; DAX1 inh-2: 0.4; hgDAF12 agonist: -0.7; HGIII-sPLA2 inh: -4.2

How did CCOC(=O)C(NC(C)=O)(Nc1ccc(S(=O)(=O)Nc2cc(C)on2)cc1)C(F)(F)F (stereo not drawn) do in these assays?
Rev-erbA mod: 2.4; hcDAF-12 act: -0.4; PG9 binder: -0.6; ssDAF12 agonist: -0.9; PLC-beta3 inh: 1.3; DAX1 inh-1: 1.4; GAA850 FXN act: 0.0; SMARCA2 activ: 0.7; DAX1 inh-2: -0.4; hgDAF12 agonist: 3.3; HGIII-sPLA2 inh: 7.9

What do the screens show for `CSc1cc(C)c(OCC(=O)Nc2ccc(NC(C)=O)cc2)c(C)c1`?
Rev-erbA mod: 3.5; hcDAF-12 act: -0.9; PG9 binder: 1.5; ssDAF12 agonist: -1.6; PLC-beta3 inh: -0.4; DAX1 inh-1: 3.1; GAA850 FXN act: 2.8; SMARCA2 activ: -0.4; DAX1 inh-2: -1.2; hgDAF12 agonist: -0.6; HGIII-sPLA2 inh: -6.9

Results for COC(=O)Cc1ccc2sc(-c3ccccc3)nc2c1 ?
Rev-erbA mod: 0.5; hcDAF-12 act: 13.1*; PG9 binder: 1.0; ssDAF12 agonist: 1.0*; PLC-beta3 inh: -3.5; DAX1 inh-1: -0.5; GAA850 FXN act: 4.0; SMARCA2 activ: 2.8; DAX1 inh-2: 5.9*; hgDAF12 agonist: 21.2*; HGIII-sPLA2 inh: -7.6

What do the screens show for `CC(=O)Nc1ccc(N/C=C/C(=O)c2ccc(C)o2)cc1`?
Rev-erbA mod: -6.5; hcDAF-12 act: -1.4; PG9 binder: -2.1; ssDAF12 agonist: -1.2; PLC-beta3 inh: -43.0; DAX1 inh-1: 0.2; GAA850 FXN act: 8.9*; SMARCA2 activ: 0.9; DAX1 inh-2: 0.2; hgDAF12 agonist: -0.3; HGIII-sPLA2 inh: -0.1

How did COc1ccc(/C=C(\NC(=O)c2ccccc2)C(=O)N/N=C/c2ccncc2)cc1 do in these assays?
Rev-erbA mod: 1.3; hcDAF-12 act: -2.7; PG9 binder: -1.4; ssDAF12 agonist: -1.7; PLC-beta3 inh: -1.7; DAX1 inh-1: -2.0; GAA850 FXN act: 0.3; SMARCA2 activ: -0.1; DAX1 inh-2: -0.3; hgDAF12 agonist: 0.5; HGIII-sPLA2 inh: -3.6

How did O=C(NCCC1CCCCN1S(=O)(=O)c1ccc(F)cc1)C(=O)NCc1cccnc1 (stereo not drawn) do in these assays?
Rev-erbA mod: -4.9; hcDAF-12 act: 0.6; PG9 binder: 0.9; ssDAF12 agonist: -0.6; PLC-beta3 inh: -3.9; DAX1 inh-1: 0.1; GAA850 FXN act: 2.1; SMARCA2 activ: 0.6; DAX1 inh-2: 0.9; hgDAF12 agonist: 2.8; HGIII-sPLA2 inh: -3.7
